TbREL1 primary: TbREL1 inhibition, primary screen; P86926; TbREL1 RNA ligation, FRET fluorescence; inhibition, % at 9.66 µM; 0.49% of 89,000 active; AID 1117264;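 active = inhibition above the mean inhibition across all screened compounds plus 3 SD, cut at about 11% in these data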;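 note: 0% = plate median of test wells and 100% = NSC42067 control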
Target sequence (P86926 whole entry, looked up): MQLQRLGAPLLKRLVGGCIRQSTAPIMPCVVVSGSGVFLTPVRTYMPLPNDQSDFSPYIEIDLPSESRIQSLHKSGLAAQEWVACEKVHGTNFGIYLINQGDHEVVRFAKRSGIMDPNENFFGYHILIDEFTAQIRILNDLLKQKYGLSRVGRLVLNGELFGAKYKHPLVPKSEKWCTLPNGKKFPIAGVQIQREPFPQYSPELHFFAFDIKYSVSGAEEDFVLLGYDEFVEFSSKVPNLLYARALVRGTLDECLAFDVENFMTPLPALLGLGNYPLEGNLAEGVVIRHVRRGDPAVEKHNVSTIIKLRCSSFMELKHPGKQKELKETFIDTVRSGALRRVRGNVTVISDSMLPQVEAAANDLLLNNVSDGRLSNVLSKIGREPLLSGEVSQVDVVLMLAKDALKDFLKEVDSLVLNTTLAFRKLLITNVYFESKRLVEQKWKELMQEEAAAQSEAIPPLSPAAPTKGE
The depositor's hits bear a star.

| smiles | TbREL1 primary |
| --- | --- |
| Cn1c2c(c(=O)n(C)c1=O)C1(C(=O)Nc3ccccc31)C(C#N)=C(N)O2 (stereo unspecified) | -2 |
| Cc1ccc(-c2cc(-c3nnc(SCC(=O)Nc4nccs4)n3N)[nH]n2)cc1 | 1 |
| O=S(=O)(c1cccs1)N1CCN(c2cccc(Cl)c2)CC1 | 3 |
| CCOC(=O)C1C(=O)NC(N2CCN(Cc3ccccc3)CC2)=NC1c1ccco1 (stereo unspecified) | 0 |
| CCn1cc(CN2CCC(n3nccc3NC(=O)CCOc3ccccc3)CC2)cn1 | -1 |
| CCCCNC(=S)N/N=C/c1ccc(C#N)cc1 | -5 |
| CC(C)C[C@@H](CN1CCCC1CN1C(=S)NC[C@@H]1Cc1ccc(O)cc1)N1C[C@H](Cc2ccc(O)cc2)N(CC2CCCCCC2)C1=S (stereo partly specified) | 2 |
| O=C(CSc1nnc(C2CC2)n1-c1ccccc1)NCCN1C(=O)CSC1=O | 2 |
| CN1CCN(CCCNC(=O)c2ccc(/C=C3\Sc4ccccc4N(Cc4ccccc4F)C3=O)cc2)CC1 | 3 |
| Cc1ccc(Cc2cnc(NC(=O)/C(C#N)=C/c3ccc(-c4ccc([N+](=O)[O-])cc4)o3)s2)cc1 | 1 |
| CCOc1ccc(-n2c(=O)c3c4c(sc3n(CC(=O)NCCCOC)c2=O)CCCCC4)cc1 | 8 |
| Cc1ccc(N2C(=O)CCC2(C#N)c2ccccc2)cc1 (stereo unspecified) | 4 |

(continued)
| smiles | TbREL1 primary |
| --- | --- |
| CN1CCCC(OC(=O)COc2ccc(Br)cc2)C1 (stereo unspecified) | 0 |
| O=C(Cn1nnc(-c2ccncc2)n1)Nc1ccc(Oc2ccccc2)cc1 | 1 |
| CC(C)CN1CCN(Cc2cnc(N3CCOCC3)s2)CC1CCO (stereo unspecified) | 0 |
| Cc1csc(NC(=O)C2CC(=O)N(Cc3ccco3)C2)n1 (stereo unspecified) | -2 |
| O=C1CN(C(=O)c2cc3ccccc3oc2=O)C(c2ccc(F)cc2)c2cc(Br)ccc2N1 (stereo unspecified) | 4 |
| Cc1ccc2[nH]c(=O)c(CN(CCCN(C)C)C(=O)Nc3ccc(Cl)cc3)cc2c1 | 3 |
| CCOC(=O)CSc1nc2cc3c(cc2cc1C#N)OCO3 | -1 |
| O=S(=O)(Nc1ccc(-c2ccc3nncn3n2)cc1)c1ccc(Cl)s1 | 1 |
| CC(=O)C1=C(O)C(=O)N(CCO)C1c1ccccc1 (stereo unspecified) | 0 |
| Cc1ccc(C(=O)N(Cc2ccccc2)C(C)(C)C)cc1C | 1 |
| COCCN(C(=O)c1ccc(-c2ccc(Cl)cc2)o1)c1c(N)n(CC(C)C)c(=O)[nH]c1=O | -3 |
| CCn1nccc1C(=O)Nc1nc2ccccc2n1CCN1CCCCC1 | -2 |

Continued.
| smiles | TbREL1 primary |
| --- | --- |
| O=C(Nc1cccc(Cl)c1)N1CCN(c2ncccn2)CC1 | 1 |
| COC(=O)[C@]12C[C@H](CC(=O)N3CCN(C(=O)c4ccco4)CC3)C(=O)N(Cc3cccc4ccccc34)C1=C[C@H](C(C)C)O[C@@H]2C1CC1 | 1 |
| O=C(NCc1ccc2c(c1)OCO2)C(=O)NCC1OCCN1S(=O)(=O)c1ccc(Cl)cc1 (stereo unspecified) | -3 |
| CC(=O)Nc1ccc(N/C(N)=N/c2nc(C)cc(C)n2)cc1 | 1 |
| Cc1cc(C)cc(NC(=O)CC23CC4CC(C2)CC(n2nnc(C)n2)(C4)C3)c1 | 6 |
| O=C(c1ccccc1Cl)N1CCN(C(=O)C2CCCO2)CC1 (stereo unspecified) | 1 |
| CSc1ncccc1C(=O)NCc1ccc(C)cc1 | 1 |
| O=C(CNc1cccc(S(=O)(=O)N2CCCCC2)c1)Nc1ccc(C(F)(F)F)cc1 | 0 |
| CC(C)n1cc(CN2CCC(Oc3ccc(C(=O)N4CCCCC4)cc3)CC2)cn1 | 2 |
| O=C(c1ccccc1)N1CCC(=O)N1c1ccccc1 | 3 |
| O=C(c1ccc2c(c1)OCO2)N1CCN(S(=O)(=O)c2ccccc2)CC1 | 0 |
| O=S(=O)(Nc1cccc(S(=O)(=O)N2CCCC2)c1)c1ccc(Cl)cc1 | 3 |

Continued.
| smiles | TbREL1 primary |
| --- | --- |
| CCOC(=O)C1=C(O)/C(=C/c2ccc(OCC(=O)O)c(OCC)c2)SC1=Nc1ccccc1 | -1 |
| Cc1ccccc1Cn1c(=O)n(Cc2ccco2)c(=O)c2ccccc21 | 2 |
| Cc1ccc(CN(c2ccc(C(=O)Nc3ccc4c(c3)OCO4)cc2)S(C)(=O)=O)cc1 | -2 |
| Cc1cc(C)c(C)c(S(=O)(=O)N[C@@H](C)C(=O)OCC(N)=O)c1C | -1 |
| C#Cc1ccc(NC(=O)C2(C)CCN2C(=O)Cc2ccc(-c3ccccc3)cc2)cc1 (stereo unspecified) | 0 |
| C=CCN1C(=O)[C@H](CC(=O)NCc2cccs2)[C@@]2(C(=O)OCC)CCCC=C12 | -1 |
| CC/C(O)=N\S(=O)(=O)c1ccc(N=NN(C)C)cc1 | 0 |
| CC(=O)N1N=C(c2ccc(Cl)cc2)CC1c1ccc([N+](=O)[O-])cc1 (stereo unspecified) | 4 |
| COc1ccccc1CCNC(=O)C1CCN(c2nc(C)cc(C)n2)CC1 | -3 |
| COc1ccc(NC(=O)Cn2c(CCC(=O)O)ccc2-c2ccc(C)cc2)cc1 | 2 |
| CN(CCOc1ccc(Cl)cc1)C(=O)c1ccccc1SCC(=O)N1CCCC1 | -1 |
| Cc1ccc(Nc2nc(-c3c(C)n(C)n(-c4ccccc4)c3=O)c(C)s2)cc1 | -5 |

(cont.)
| smiles | TbREL1 primary |
| --- | --- |
| CCOC(=O)C1=C(COc2ccccc2)NC(=O)NC1c1cccc([N+](=O)[O-])c1 (stereo unspecified) | 4 |
| CCOc1ccccc1NC(=O)C(Sc1nnnn1C)c1ccccc1 (stereo unspecified) | -1 |
| O=c1[nH]c(CCC2CCCC2)nc2ccccc12 | 2 |
| CCCn1c2ccccc2c2nnc(SCC(=O)OC)nc21 | 4 |
| COCCN1Cc2cccc(C(=O)N3CCN(c4ccccc4)CC3)c2C1=O | -2 |
| Cc1ccc(Cl)cc1NC(=O)N[C@@H](CC(C)C)C(=O)O | -1 |
| CN(Cc1ccccc1F)c1nc(-c2cccnc2)nc2ccccc12 | -2 |
| Cc1ccc(OC(C)C(=O)Nc2ccc3c(c2)n(C)c(=O)n3C)cc1C (stereo unspecified) | 2 |
| CC(C)(C)c1ccc(-c2nnc(SCC(=O)Nc3cccc4ccccc34)n2Cc2ccco2)cc1 | 0 |
| CCCS(=O)(=O)NC(=O)C1(C)CCN(C(=O)c2ccccc2F)C1 (stereo unspecified) | -2 |
| Cc1cc(C)nc(N/N=C2/CCSc3ccc(F)cc32)n1 | -4 |
| Cc1ccccc1C(=O)N1CCC(C(=O)Nc2ccc(S(=O)(=O)N3C(C)CCCC3C)cc2)CC1 (stereo unspecified) | -2 |

The list continues:
| smiles | TbREL1 primary |
| --- | --- |
| O=C(NNC(=O)c1ccc(S(=O)(=O)N2CCCCC2)cc1)c1ccc(F)cc1 | 1 |
| CC(=O)NCCc1c[nH]c2ccc(OCC(O)CNC(C)(C)C)cc12 (stereo unspecified) | -3 |
| CCOC(=O)C(=O)NNc1ccc(C)cc1 | 0 |
| O=C(NNS(=O)(=O)c1ccc(F)cc1)c1cnn(-c2ccccc2)c1C(F)(F)F | -3 |
| O=C(COC(=O)c1cc(=O)c2ccccc2o1)NC1CCCCC1 | -3 |
| CC1CCCCN1S(=O)(=O)CCNC(=O)c1ccccc1 (stereo unspecified) | 1 |
| O=C(Oc1cccnc1)c1ccc(Cl)c(Cl)c1 | 1 |
| CN(c1ccccc1)S(=O)(=O)c1ccc(Cl)c(C(=O)NCC(c2ccco2)N2CCCC2)c1 (stereo unspecified) | -3 |
| O=C(c1ccccc1C(F)(F)F)N1CCN(S(=O)(=O)c2ccccc2)CC1 | -2 |
| C(=N/N1CCN(c2ccccc2)CC1)/c1ccco1 | -6 |
| c1ccc(CCc2nn3c(Cc4ccccc4)nnc3s2)cc1 | 6 |
| CC(NC(=O)COC(=O)c1cc(S(=O)(=O)N2CCOCC2)ccc1F)c1ccccc1 (stereo unspecified) | -2 |

The last 4 records of the section before come first, to join the parts:
| smiles | TbREL1 primary |
| --- | --- |
| O=C(c1ccccc1C(F)(F)F)N1CCN(S(=O)(=O)c2ccccc2)CC1 | -2 |
| C(=N/N1CCN(c2ccccc2)CC1)/c1ccco1 | -6 |
| c1ccc(CCc2nn3c(Cc4ccccc4)nnc3s2)cc1 | 6 |
| CC(NC(=O)COC(=O)c1cc(S(=O)(=O)N2CCOCC2)ccc1F)c1ccccc1 (stereo unspecified) | -2 |
| CCN(CC)S(=O)(=O)c1cccc(C(=O)N[C@@H](C)c2nc3ccccc3[nH]2)c1 | 0 |
| Cc1onc(-c2c(F)cccc2Cl)c1C(=O)Nc1cccc(S(=O)(=O)NCc2ccco2)c1 | -8 |
| CCOc1ccc(C2N(c3ccc(OC)cc3)C(=O)C3CCCN32)cc1OC (stereo unspecified) | -2 |
| O=C(NCCc1c[nH]c2ccccc12)C(=O)NCC1CCCO1 (stereo unspecified) | -5 |
| COc1ccc(C(CNC(=O)COc2cccc(C)c2)N2CCCC2)cc1 (stereo unspecified) | -1 |
| CCOc1ccc(N2CC(C(=O)N3CCc4ccccc43)CC2=O)cc1 (stereo unspecified) | 3 |
| O=C1COc2cc(ccc2[N+](=O)[O-])Oc2ccc(cc2Cl)C(=O)CCCCO1 | -1 |
| COc1ccc(-c2c(-c3cc(OC)cc(OC)c3)n(C)c3ccc(-c4ccc(OC)c(F)c4)cc23)cc1 | -1 |
| COc1cc2c(cc1OC)CN(CC(=O)NC(=O)NCc1ccco1)CC2 | 5 |
| CC(C)(C)n1c(=O)[nH]c2c(c1=O)CCC2 | -2 |
| O=C(NCc1cccnc1)c1cccc(S(=O)(=O)N2CCOCC2)c1 | 3 |
| Cc1cc(Cl)c(S(=O)(=O)N2CCCCCC2)cc1OCC(=O)NC1CCCCC1 | -2 |

Following part
SMILES,TbREL1 primary
CC(C)OC(=O)CC(=O)CSc1nc2c(cc1C#N)CCCCC2,-4
O=C(CSc1nc2c(c(=O)[nH]1)CCCC2)N1CCOCC1,5
Cn1c(SCc2nc3ccccc3s2)nnc1-c1ccc2c(c1)OCO2,2
O=C(CN(c1ccc(Cl)cc1)S(=O)(=O)c1ccc(Cl)c([N+](=O)[O-])c1)NCCc1ccc(F)cc1,2
NC1=NC(=O)C(Cc2ccccc2)S1 (stereo unspecified),-1
Nc1c(Cl)ncnc1Nc1ccc(C(=O)O)cc1,3
COC(=O)c1cc(NC(=O)c2ccccc2)c(=O)oc1C,0
Cc1ccc2nc(-c3ccc(Br)o3)oc(=O)c2c1,2

Compounds shown so far that contain a tert-butyl group (4):
SMILES,TbREL1 primary
Cc1ccc(C(=O)N(Cc2ccccc2)C(C)(C)C)cc1C,1
CC(C)(C)c1ccc(-c2nnc(SCC(=O)Nc3cccc4ccccc34)n2Cc2ccco2)cc1,0
CC(=O)NCCc1c[nH]c2ccc(OCC(O)CNC(C)(C)C)cc12 (stereo unspecified),-3
CC(C)(C)n1c(=O)[nH]c2c(c1=O)CCC2,-2

Carrying on.
SMILES,TbREL1 primary
CCOC(=O)c1cc(NC(=O)N(C)C2CCCCC2)c(C)nc1C,-2
O=C(Nc1nnc(-c2ccco2)o1)C1CC1,-4
O=C(c1ccc(F)cc1)N1CCCCC(Sc2nnnn2-c2ccccc2)C1=O (stereo unspecified),2
Cc1ccccc1CN1CCCCC(NC(=O)Nc2ccccc2)C1=O (stereo unspecified),0
O=C(O)C[C@H]1c2cc(C(F)(F)F)ccc2S(=O)(=O)N1C1CCCC1,-1
CCOc1cc2[nH]c(=O)n(CCCN3CCN(c4ccc(OC)cc4)CC3)c(=O)c2cc1OCC,-4
CCN(CC)CCn1c2c(c(SCC(=O)Nc3cc(C)ccc3C)nc1=O)CCC2,-1
O=C1CN(C(=O)COC(=O)c2ccc(Cl)cc2)c2ccccc2N1,-1

The results go on.
SMILES,TbREL1 primary
O=C(NCCOc1ccccc1F)c1ccccc1SCc1ccc(F)cc1,0
CCSc1nnc(-c2ccc(S(=O)(=O)N3CCCC3)cc2)n1C,1
C[C@H]1COC(=O)[C@H](CC(=O)OC(C)(C)C)C/C=C\C[C@@H](CC(=O)N[C@H](CO)Cc2ccccc2)C(=O)N1,-2
Nc1n[nH]c2cccc(Cl)c12,3
O=S(=O)(c1ccc2c(c1)OCCO2)C1CCC(S(=O)(=O)c2c(F)cccc2F)CC1 (stereo unspecified),-1
Cc1ccc(S(=O)(=O)CCNC(=O)Cc2ccccc2)cc1,1
Cc1c(C(=O)OCC(=O)N(C)Cc2ccccc2)oc2ccccc12,-2
CC(=O)c1ccc(N2CCN(C(=O)c3cn(Cc4ccccc4)nc3-c3cccnc3)CC2)c(F)c1,-1

(continued)
SMILES,TbREL1 primary
CCOC(=O)c1ccc(NC(=S)N(CCCN2CCCC(C)C2)Cc2ccco2)cc1 (stereo unspecified),-5
Cc1ccccc1NC(=S)N(CCc1c(C)[nH]c2ccc(F)cc12)Cc1cccnc1,-5
CC(C)CC1Nc2ncnc(N3CCN(c4ccccn4)CC3)c2N(Cc2ccc(Cl)cc2)C1=O (stereo unspecified),-3
O=C(C[C@@H]1C[C@@H]2c3cc(NS(=O)(=O)c4ccc(F)cc4)ccc3O[C@@H]2[C@@H](CO)O1)NC1CCCCC1,-2
Cc1ccc(N2C(=O)CC(Nc3cccc4ccccc34)C2=O)cc1 (stereo unspecified),0
O=C1COc2ccccc2C(c2nnnn2Cc2ccccc2)N1Cc1cccs1 (stereo unspecified),0
Cc1cc(C)c(C(=O)Cn2nc(C(=O)O)c3ccccc3c2=O)cc1C,-6
Cc1nnc(SCCn2c(N3CCC(C)CC3)nc3c2c(=O)[nH]c(=O)n3C)s1,-1

Further structures follow:
SMILES,TbREL1 primary
Cc1ccc(S(=O)(=O)N2CCCCC2)cc1NC(=O)CSc1ncccn1,3
CCOC(=O)Nc1ccc2c(c1)Sc1ccccc1N2C(=O)CCN1CCOCC1,-2
CCN1CCCC1CNC(=O)c1ccc2c(c1)N(Cc1cccc(Cl)c1)C(=O)c1ccccc1S2(=O)=O (stereo unspecified),2
CCN(CC)S(=O)(=O)c1ccc(C(=O)Nc2ccc(OCC(=O)N3CCOCC3)cc2)cc1,1
CC(C)(CNC(=O)c1cc(-c2ccc(Cl)s2)nc2ccccc12)N1CCOCC1,-3

These rows are one share of the data (hit frequency here may not be typical).
